From PubChem
All columns: NCI-60 one-dose screen, growth in % after 48 h at 10 µM unless noted; 100 = growth as untreated, 0 = no growth, -100 = all killed.
DU-145: DU-145 prostate cancer. hit rate 4.2% among 81,000. AID 1794760
PC-3: PC-3 prostate cancer cells; hit rate 3.9% among 80,000
OVCAR-3: OVCAR-3 ovarian cancer; hit rate 7% among 79,000
OVCAR-4: OVCAR-4 ovarian cancer cells | hit rate 3.7% among 80,000 | AID 1794784
SK-OV-3: SK-OV-3 ovarian cancer cells; hit rate 3.2% among 80,000; AID 1794785
OVCAR-5: OVCAR-5 ovarian cancer; hit rate 2.9% among 82,000; AID 1794783
OVCAR-8: OVCAR-8 ovarian cancer. hit rate 4.4% among 81,000
IGROV1: IGROV1 ovarian cancer; hit rate 4.7% among 79,000; AID 1794786
Numbers without * were called inactive. The calls were made as follows: active = growth percent below 10; inactive = the rest.

SMILES | DU-145 | PC-3 | OVCAR-3 | OVCAR-4 | SK-OV-3 | OVCAR-5 | OVCAR-8 | IGROV1
CCC1C(=O)OCC1Cc1cncn1C (stereo not given) | 108 | 97 | 113 | 111 | 100 | 103 | 91 | 101

Some of the compounds tested; count on the stated rates, not on these rows.
